ARNT TACC3 PPI: disrupts binding between human ARNT and TACC3; Q9Y6A5; AlphaScreen His-ARNT PAS-B/GST-TACC3 binding, luminescence; TACC3 fragment carries E629A point mutation; inhibition, % at 9.99 µM; actives 0.66% (n = 390,000);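 active = mean inhibition of replicates at least 50% and at least half of replicates each reaching 50%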;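 note: 0% = complete ARNT plus TACC3 wells and 100% = ARNT alone without TACC3; many hits fall short of the cut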
SIRT5 block: inhibitors of human sirtuin-5 desuccinylase | Purified SirT5, succinyl-peptide AMC, trypsin-coupled fluorescence | actives 1.1% (n = 330,000) | inhibition, % at 15 µM | AID 652115 | Q9NXA8; in the data active = inhibition above about 15%
Target sequence (Q9NXA8 whole entry, looked up): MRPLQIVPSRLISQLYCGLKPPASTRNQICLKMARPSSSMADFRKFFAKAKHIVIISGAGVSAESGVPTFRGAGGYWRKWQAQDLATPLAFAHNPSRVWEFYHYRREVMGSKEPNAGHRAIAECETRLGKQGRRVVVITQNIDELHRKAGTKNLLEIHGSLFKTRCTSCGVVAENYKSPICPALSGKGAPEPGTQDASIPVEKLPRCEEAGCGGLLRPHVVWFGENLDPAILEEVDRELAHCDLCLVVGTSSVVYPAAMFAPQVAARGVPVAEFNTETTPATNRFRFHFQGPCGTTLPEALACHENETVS
Statin myotox sup: protects C2C12 myotubes from simvastatin toxicity. ATP luminescence, 48 h; scaled: DMSO 0, geranylgeraniol control 100. rescue of ATP level, % at 7.49 µM. actives 0.78% (n = 330,000);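 active = mean ATP rescue above about 67%, or every replicate alone reaching that limit, limit read from the data, passing the limit was not always enough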;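 note: myotubes were challenged with 10 µM simvastatin during compound exposure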
ERp5 inh: inhibitors of human ERp5; ERp5 insulin aggregation, absorbance 650 nm, 90 min; actives 0.05% (n = 350,000); inhibition, % at 9.99 µM; Q15084;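 active = mean replicate inhibition above about 25%, with every replicate also reaching it, limit read from the data, passing the limit was not always enough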
Target sequence (Q15084 whole entry, looked up): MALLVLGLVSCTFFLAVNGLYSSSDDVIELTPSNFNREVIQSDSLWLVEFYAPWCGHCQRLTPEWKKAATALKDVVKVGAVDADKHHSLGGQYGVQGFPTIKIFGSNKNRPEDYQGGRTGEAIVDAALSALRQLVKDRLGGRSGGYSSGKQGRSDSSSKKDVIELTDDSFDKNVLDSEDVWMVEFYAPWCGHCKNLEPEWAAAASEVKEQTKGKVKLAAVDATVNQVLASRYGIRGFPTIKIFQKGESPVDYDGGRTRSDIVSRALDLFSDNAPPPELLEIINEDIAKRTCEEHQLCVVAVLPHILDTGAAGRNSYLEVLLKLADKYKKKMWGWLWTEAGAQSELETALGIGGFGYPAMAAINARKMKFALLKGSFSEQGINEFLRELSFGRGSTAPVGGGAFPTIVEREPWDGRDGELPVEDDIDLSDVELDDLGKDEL
miR-122 sensor: inhibitors of miR-122 in Huh7 cells | actives 0.3% (n = 340,000) | Huh7 miR-122 Renilla luciferase sensor, 48 h; neutral wells = 0, positive control = 100 | activation (reporter increase), % at 12.5 µM;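 active = mean replicate activation score at least 90 and every replicate individually at or above 90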;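 note: higher luciferase means less miR-122 activity so hits act as miR-122 inhibitors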
esBAF inh: blocks esBAF chromatin remodeling in mouse ES cells. Bmi1-luciferase knock-in reporter, 24 h; 100% = twice the neutral-well signal. reporter increase, % at 12.5 µM. actives 2% (n = 350,000). AID 602393; in the data active = activation above about 40%;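 note: 0% = median of the plate's neutral control wells and 100% = double that signal; a rise in the Bmi1 reporter signal indicates esBAF inhibition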
Cneo AK release: causes C. neoformans cell lysis; lysis activity, % at 15 µM; actives 0.2% (n = 360,000); adenylate kinase release luminescence, 4 h; normalised: neutral wells 0, clomiphene wells 100;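 active = mean lysis activity across replicates of at least 80%, whatever share of replicates individually reach that level; inactive = mean lysis activity below 80%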
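Test system: log-phase Cryptococcus neoformans yeast cells; Quantity: yeast cell density of 5 × 10^6 cells/mL; Buffer or medium: YPD; Doses: single compound concentration per well; Timing: 4 h at 37 °C static, read 1 h later; Measured by: AK luminescence; Read-out basis: lysis from increased AK signal; Control set: Clomiphene as positive control.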
An asterisk follows results filed as active; nt = no result given; & = joins results of further samples; [ ] = another dose, or the depositor's remark.

canonical_smiles,ARNT TACC3 PPI,SIRT5 block,Statin myotox sup,ERp5 inh,miR-122 sensor,esBAF inh,Cneo AK release
Cc1noc(C)c1NC(=O)N(C)C[C@H]1Oc2c(NS(=O)(=O)c3ccc(F)cc3)cccc2C(=O)N([C@@H](C)CO)C[C@@H]1C,-4.1,2.1,-3.5,8.0,-3.6[16.7 µM],1.9,7.0
Cc1cc(C)cc(NC(=O)Cn2nnc(C(=O)NCc3ccccc3Cl)c2N)c1,-17.7,-0.2,-0.6,-6.5,0.3,5.1,0.8
C[C@H](CO)N1C[C@H](C)[C@@H](CN(C)CC2CCCCC2)OCCCC[C@H](C)Oc2ccc(NC(=O)Cc3ccccc3)cc2C1=O,5.4,-7.3,nt,-0.3,7.4[16.7 µM],-8.1,3.0
C/C(=N\NC(=O)Cc1ccccc1)c1ccc(Cl)s1,-8.2,-3.5,3.5,2.3,nt,13.1,-1.5
Cc1ccc(NCCN(C)C)c2c(=O)c3cc(O)ccc3sc12,26.7,4.7,nt,13.9,5.9,nt,nt
NC(=O)C1=CC2C3C=CC2(O)C(=O)OC3O1 (configuration not stated),-8.1,7.1,nt,2.5,135.6*,nt,nt
Cc1ccc(S(=O)(=O)Nc2ccc3c(c2)C(=O)N([C@H](C)CO)C[C@@H](C)[C@H](CN(C)C(=O)Nc2ccccc2)OCCCC[C@@H](C)O3)cc1,3.5,2.9,nt,-3.1,-14.2[16.7 µM],-0.6,51.8
C[C@H](CO)N1C[C@H](C)[C@H](CN(C)C(=O)Nc2ccc(C(F)(F)F)cc2)Oc2ccc(NC(=O)CCC(F)(F)F)cc2CC1=O,-5.0,nt,-8.4,nt,-2.0[16.7 µM],3.0,1.3
NS(=O)(=O)c1ccc(CNc2nc(-c3cccnc3)nc3ccccc23)cc1,5.7,-4.1,24.7,-0.3,-0.3,-1.1,2.1
CCc1ccc(NC(=O)NCc2cccnc2)cc1,-3.2,-0.7,nt,3.3,2.0,nt,-0.6
Cc1ccc(C(=O)OCC(=O)Nc2ccc3c(c2)OCO3)o1,6.1,nt,-1.9,nt,-14.0,-2.3,2.7
N#Cc1nc(/C=C/c2ccccc2)oc1NCCCN1CCOCC1,-14.6,-150.3,nt,-2.9,nt,nt,nt
CCOC(=O)c1ccoc1CSCc1ccc(C(=O)OC)o1,2.1,nt,-3.8,nt,-0.7,3.4,1.8
NC(=O)CC(NC(=O)c1ccccc1)c1ccc(NCCOc2ccccc2)c([N+](=O)[O-])c1 (configuration not stated),5.2,nt,4.4,nt,-5.0,9.5,-3.9
O=C(COC(=O)c1n[nH]c2ccccc12)c1ccc(F)c(F)c1,-0.5,-15.3,-9.2,5.3,nt,36.8,-2.4
COc1ccc(NC(=O)N[C@H]2CC[C@@H](CC(=O)NC3CCC3)O[C@@H]2CO)cc1,-0.2,2.7,-11.6,3.6&-3.2,5.2[16.7 µM],-3.7,-7.3
CC(=O)Oc1ccccc1C(=O)Nc1ccccc1C(=O)N1CCCCC1,nt,4.2,-2.0,4.5,5.2,-1.6,4.0
Cc1cc(C)cc(NC(=O)C(c2ccccc2)N2CCCC2)c1 (configuration not stated),-3.8,nt,13.4,nt,2.1,-8.4,7.3
O=C(C[C@@H]1C=C[C@H](NC(=O)c2ccccc2)[C@H](CO)O1)Nc1ccc(-c2ccccc2)cc1,-2.6,5.3,-14.3,-1.5,nt,4.6,-1.7
O=C1C=CC(=O)c2c(O)c(CO)c(CO)c(O)c21,11.9*,15.5*,nt,-5.6,-0.6,nt,nt
CCN1C(=O)[C@H]2[C@H]3CN=C(SCC4CC4)N3[C@@](Cc3ccccc3)(C(=O)OC)[C@H]2C1=O,20.9,-4.8,7.0,-4.4,nt,4.9,3.2
CC1(C)CN(c2ccc(Br)cc2Br)C1=O,-12.0,-1.8,nt,3.7,nt,nt,nt
COc1ccc(C(CNC(=O)C(CCSC)NC(=O)c2ccccc2Cl)N2CCCCC2)cc1 (configuration not stated),-5.1,-3.3,-7.3,0.8,14.1,3.0,0.0
CN(C)C(=O)C[C@H]1C[C@H]2c3cc(NC(=O)C4CCOCC4)ccc3O[C@H]2[C@H](CO)O1,-7.2,1.5,5.9,1.0,-6.4[16.7 µM],-3.2,-3.6
COc1ccc(S(=O)(=O)N2CCCCC2)cc1C(=O)NC1CCS(=O)(=O)C1 (configuration not stated),nt,nt,1.3,3.3,-6.0,6.7,0.5
CCOC(=O)Nc1cccc(OCC(=O)Nc2ccc3c(c2)CCC3)c1,-7.3,-4.9,-5.0,5.4,7.0,31.8,-1.0
C[C@@H]1CN([C@H](C)CO)C(=O)c2cc(NC(=O)CCN3CCOCC3)ccc2O[C@@H]1CN(C)S(=O)(=O)c1ccccc1,23.6,-0.9,-14.6,8.2,10.0[16.7 µM],2.4,-0.4
CC(C)c1ccc(NC(=O)c2ccc3snnc3c2)cc1,nt,-1.7,-39.9,2.1,nt,71.7*,-0.3
COc1ccc(NC(=O)CS(=O)c2ccc(F)cc2)cc1 (configuration not stated),-7.0,2.2,5.2,-0.3,nt,3.2,0.4
COc1cc(OC)cc(C(=O)N2CCN(C3CCCCC3)CC2)c1,-6.2,-2.7,-5.7,-9.4,nt,5.7,-0.1
COc1cc(/C=C2\CC(C(C)(C)C)C/C(=C\c3cc(OC)c(OC)c(OC)c3)C2=O)cc(OC)c1OC (configuration not stated),-3.9,-5.7,59.0,4.0,8.8,-56.4,-1.2
Cn1c(NCc2ccccc2)cc(=O)n(C)c1=O,1.7,nt,0.6,nt,1.5,1.5,-0.1
CN=C(NC1CCCCC1)c1ccc(Cl)cc1,-8.9,nt,-3.1,nt,0.7,-0.9,2.2
C=CCN(CC=C)Cc1cc(=O)oc2cc(C)ccc12,nt,-2.2,1.8,-10.5,-7.0,6.3,0.1
CC(NC(=O)COc1ccc(/C=N/NC(=O)C(=O)Nc2ccccc2Br)cc1)c1ccccc1 (configuration not stated),-24.3,nt,nt,nt,-5.1,-1.2,23.1
O=C(Nc1ccc(F)cc1)N[C@@H]1CC[C@@H](CCNS(=O)(=O)c2ccccc2F)O[C@H]1CO,-10.1,-0.4,-5.6,3.4,nt,4.4,-2.7
C=C(C)CSc1nncn1/N=C/c1ccc(OC)cc1,-29.7,nt,-2.9,nt,-1.0,49.6*,4.2
CN(CC(=O)Nc1ccncc1)S(=O)(=O)c1ccc(Br)cc1,22.2,nt,-11.4,nt,-0.9,5.8,-2.4
COc1ccc(NC(=O)CN(C)S(=O)(=O)c2ccc3c(c2)c(=O)n(C)c(=O)n3C)cc1,-0.5,-0.5,-1.7,-4.4,7.1,3.7,-1.2
O=C(c1ccco1)N1CCN(c2ccc(Cl)c(Cl)c2)CC1,-0.1,nt,nt,nt,-1.6,44.4*,-0.8
Nc1nc(C(=O)N2CCOCC2)nn1C(=O)c1ccc(Cl)cc1,-1.1,-2.6,2.8,2.5,-3.9,5.8,2.2
CN1CCN(S(=O)(=O)c2cccc(C(=O)N(Cc3nnc(-c4ccc(Cl)cc4)o3)C3CC3)c2)CC1,-4.5,-1.8,nt,-3.9,nt,nt,nt
Cc1cccc(OCC(=O)N(Cc2ccco2)C2CCS(=O)(=O)C2)c1 (configuration not stated),3.9,1.1,2.8,-2.0,2.5,0.4,-2.5
COc1ccc(S(=O)(=O)Nc2ccc3c(c2)C(=O)N([C@H](C)CO)C[C@@H](C)[C@H](CN(C)Cc2ccccc2)OCCCC[C@H](C)O3)cc1,-5.8,nt,nt,nt,-5.1[16.7 µM],-3.4,3.1
COc1ccc(CCNc2ncccc2C#N)cc1OC,-7.3,-4.6,12.4,4.7,0.9,54.2*,-1.0
Cc1cc2c(cc1S(=O)(=O)N1CCCC1)n(C)c(=O)c(=O)n2C,4.0,-3.7,-4.1,-1.9,nt,4.5,-1.1
COc1ccc(NC2CCCN(C(=O)c3ccccc3-c3ncc[nH]3)C2)cc1 (configuration not stated),nt,nt,-16.7,0.4,3.0,-3.8,-3.1
Cc1ccccc1NC(=O)c1ccc(OCC(=O)Nc2ccccc2F)cc1,-3.3,-0.8,nt,1.2,nt,nt,nt
BrC(/C=N/N1CCN(Cc2ccccc2)CC1)=C/c1ccccc1,-2.8,-0.8,nt,2.5,-3.5,nt,-0.8
COc1ccc(O)c(C2=Nc3ccccc3N=C(c3ccco3)C2)c1,53.0*,nt,15.9,nt,-2.6,25.0,4.0
COc1cc(=O)[nH]c(=O)n1CC(=O)c1ccccc1,15.3,nt,-1.1,nt,-2.7,-7.4,11.9
C=CCOc1ccc(CNCc2cccnc2)cc1OCC,-2.4,9.8,14.1,1.8,2.4,0.8,0.8
COc1cccc(-c2cc(C(=O)NCC3CCCO3)on2)c1 (configuration not stated),-4.5,-7.3,6.9,0.2,-2.6,55.6*,-1.8
CC(C)c1ccc(NC(=O)Cn2c(=O)oc3cccnc32)cc1,-2.3,-2.6,nt,3.3,nt,nt,nt
CC(=O)N1c2c(ccc3ccccc23)C(C)CC12CCCCC2 (configuration not stated),1.2,nt,nt,nt,11.5,-1.9,1.3
Cc1ccc(OCc2nnc(SCC(=O)Nc3ncc(C)s3)o2)cc1,-2.8,0.0,-1.4,1.5,nt,-1.6,nt

(listing goes on)
canonical_smiles,ARNT TACC3 PPI,SIRT5 block,Statin myotox sup,ERp5 inh,miR-122 sensor,esBAF inh,Cneo AK release
Cc1cc(C)nc(N/N=C/c2ccccc2OCc2cccc(Br)c2)n1,-6.6,13.4,2.5,-1.4,-5.9,4.8,5.8
COc1ccc(OC)c(C2C(C(=O)c3cc4ccccc4o3)=C(O)C(=O)N2c2cc(C)on2)c1 (configuration not stated),6.0,nt,-4.1,nt,6.5,4.1,1.7
C[C@@H]1CN([C@@H](C)CO)C(=O)CCCn2cc(nn2)CO[C@@H]1CN(C)C(=O)c1ccc2ccn(C)c2c1,nt,nt,9.9,nt,-1.8[16.7 µM],1.6,nt
COc1cc(C(C)=O)ccc1OCCCOc1cccc2cccnc12,0.4,3.0,-6.6,-5.0,-2.1,13.8,3.7
CCOC(=O)C1(C)/C(=N/Nc2ccc(Cl)cc2)C(=O)C(=O)N1c1ccccc1 (configuration not stated),6.7,nt,-3.3,nt,nt,0.2,-0.1
CCOC(=O)CSc1nc(-c2ccccc2)nc2ccc(C)cc12,-7.5,-5.4,nt,3.4,nt,nt,nt
COc1ccc(C2C(C(=O)c3ccco3)=C(O)C(=O)N2Cc2cccnc2)cc1OC (configuration not stated),2.6,nt,-5.2,nt,-8.2,6.4,-0.9
COc1cccc(/C=C2\SC(=S)N(C(C(=O)O)c3ccccc3)C2=O)c1OC (configuration not stated),0.6,5.0,-3.3,-2.4,-8.8,-4.4,3.7

In the list so far, two have a cyano group:
canonical_smiles,ARNT TACC3 PPI,SIRT5 block,Statin myotox sup,ERp5 inh,miR-122 sensor,esBAF inh,Cneo AK release
N#Cc1nc(/C=C/c2ccccc2)oc1NCCCN1CCOCC1,-14.6,-150.3,nt,-2.9,nt,nt,nt
COc1ccc(CCNc2ncccc2C#N)cc1OC,-7.3,-4.6,12.4,4.7,0.9,54.2*,-1.0

(continued)
canonical_smiles,ARNT TACC3 PPI,SIRT5 block,Statin myotox sup,ERp5 inh,miR-122 sensor,esBAF inh,Cneo AK release
CSc1ccc(NC(=O)NCc2ccccc2)cc1,-3.1,-6.7,-21.8,0.6,nt,32.7,nt
CO[C@H](CN(C)S(=O)(=O)c1cccc(Cl)c1)[C@H](C)CN([C@@H](C)CO)S(=O)(=O)c1ccc(Cl)cc1,6.2,0.5,5.4,-3.6,nt,-2.1,-3.4
CN(C)S(=O)(=O)c1cc(NC(=O)COC(=O)/C=C/c2ccco2)ccc1Cl,-1.6,-0.7,-7.0,3.4,-4.7,-0.9,nt
Cc1ccc(S(=O)(=O)N2CCN(C(=O)c3c(-c4ccccc4)noc3C)CC2)cc1C,7.5,-2.6,7.5,9.2,nt,4.1,-2.4
NC(c1csc(Nc2ccc(C(=O)c3ccccc3)cc2)n1)C1CCCCC1 (configuration not stated),nt,nt,-56.5,0.9,0.2,3.5,8.0

Screens: PubChem BioAssay, Broad Institute
